# Dynein cargo inh – blocks dynein driven cargo transport along microtubules. z-score, hits read low. 3617.4 mouse cells, GR-EGFP nuclear translocation imaging; test concentration mostly 20 µM; stimulated with dexamethasone, 1 µM; stronger effect = lower value. hit rate 0.47% among 220,000;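 active = plate z-score of nuclear minus cytoplasmic receptor signal below a set negative limit, without overly bright fluorescence or cell loss, cut at about -3.5 in these data, passing the limit was not always enough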;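 note: z-score of nuclear minus cytoplasmic ring GR-EGFP intensity difference per well; some compounds called inactive have numbers as strong as hits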
#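 Buffer or medium – tet-free medium with charcoal-stripped serum · Signal – automated 10x imaging of fixed Hoechst-stained cells · Also added – dexamethasone agonist, 1.0 µM final, for 30 min · Incubation – induction 48 h, compound 1 h, agonist 30 min · Read-out – GR-EGFP nuclear translocation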
# GPR55 activation – selective activators of receptor GPR55 – imaging, U2OS cells, beta-arrestin-GFP redistribution, primary screen (AID 1961); U2OS GPR55 beta-arrestin-GFP redistribution imaging; higher % means a stronger effect; one-dose activation, % at 10 µM; EC50 in µM for titrated hits; hit rate 0.048% among 290,000;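 active = activation above 40% with more than 50 cells counted in the well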;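 note: U2OS osteosarcoma cells stably expressing GPR55 and beta-arrestin-GFP; plate controls were DMSO negative control for no effect and LPI positive control for full effect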
# KOR beta-arrestin-1 – kappa opioid receptor activators – cell-based, luminescence, uHTS, primary screen (AID 1777) | one-dose activation, % at 10 µM; EC50 in µM for titrated hits | KOR beta-arrestin recruitment, luminescence; higher % means a stronger effect | hit rate 0.02% among 280,000; in the data active = activation above about 50%, passing the limit was not always enough; note: a part of the inactive calls stands beside numbers as strong as those of hits
# M17LAP inhibition – P. falciparum M17LAP inhibitors, primary screen, biochemical, fluorogenic H-Leu-NHMec substrate, 1536-well (AID 1619); hit rate 0.38% among 220,000; recombinant M17LAP, H-Leu-NHMec fluorogenic kinetic assay; higher % means a stronger effect; inhibition, % at 30 µM, or IC50 in µM where a hit was titrated;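 active = compound inhibiting the enzyme by more than half at any dose during confirmatory dose-response retesting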;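 note: plate controls were full reaction with DMSO carrier for no effect and no enzyme background for full effect; strong numbers were not always called active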
# KOR beta-arrestin-2 – KOR antagonists, beta-arrestin recruitment, cell-based, luminescence, uHTS (AID 1778) | KOR beta-arrestin recruitment, luminescence, antagonist mode; higher % means a stronger effect | inhibition, % at 10 µM, or IC50 in µM where a hit was titrated | hit rate 0.091% among 290,000; note: strong numbers were not always called active
# AID2073 – disruptors of CaV2.2 binding to Mint1 – biochemical, HTRF (AID 2073). HTRF protein-protein interaction, Mint1-CaV2.2; higher % means a stronger effect. inhibition, % at 20 µM, or IC50 in µM where a hit was titrated. hit rate 0.19% among 290,000; in the data active = inhibition mostly above about 51%, no sharp cut-off; note: some results filed as inactive read as strong as hits
# M1AAP inhibition – malaria alanyl aminopeptidase activity blockers – biochemical, fluorogenic H-Leu-NHMec substrate, 1536-well (AID 1445); recombinant M1AAP, H-Leu-NHMec fluorogenic kinetic assay; higher % means a stronger effect; one-dose inhibition, % at 30 µM; IC50 in µM for titrated hits; hit rate 0.42% among 220,000;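 active = primary inhibition above the hit cutoff, then over 50% inhibition at one or more dose response concentrations, cut at about 23% in these data, passing the limit was not always enough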;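 note: plate controls were DMSO full reaction for no effect and no enzyme background for full effect; strong numbers were not always called active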
# NOD1 NF-kB reporter – NOD1 signaling inhibitors, primary screen, cell-based, luminescence, uHTS (AID 1578); inhibition, % at 4 µM, or EC50 in µM where a hit was titrated; hit rate 1% among 290,000; NOD1-driven NF-kB luciferase reporter cells, luminescence; higher % means a stronger effect; in the data active = inhibition mostly above about 36%, no sharp cut-off; inactive = mostly below about 34%;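 note: HEK-293T reporter cells stimulated with the NOD1 agonist gamma-tri-DAP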
# HEK293 NOD2/NF-kB – inhibition of NOD2-driven NF-kB reporter – cell-based, luminescence, uHTS, HEK293 (AID 1566); hit rate 0.63% among 290,000; HEK293 NOD2/NF-kB luciferase reporter, luminescence; higher % means a stronger effect; inhibition, % at 4 µM; hits with a dose series show EC50 in µM; note: many of its hits are not listed in these tables
# Dynein cargo inh cytoplasmic EGFP – recorded beside Dynein cargo inh, whose call it bears; z-score; measured here: cytoplasmic GR-EGFP intensity; stronger effect = higher value
# Dynein cargo inh nuclear GR-EGFP – also measured in Dynein cargo inh; calls as there; z-score; measured here: nuclear GR-EGFP intensity;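 lower value marks the stronger effect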
# Dynein cargo inh cell count – also measured in Dynein cargo inh; calls as there; z-score; measured here: cell count per field
# The depositor's hits bear a star; · = no result given; [ ] = another dose, or the depositor's remark. Cut-off read from the data, not from the text of the source, unless noted: active = inhibition above about 50%; inactive = the rest. A portion of the library. The share of hits here may be higher or lower than overall.
SMILES,Dynein cargo inh,Dynein cargo inh cytoplasmic EGFP,Dynein cargo inh nuclear GR-EGFP,Dynein cargo inh cell count,GPR55 activation,KOR beta-arrestin-1,M17LAP inhibition,KOR beta-arrestin-2,AID2073,M1AAP inhibition,NOD1 NF-kB reporter,HEK293 NOD2/NF-kB
CCC(=O)N1CCc2cc(Br)cc(S(=O)(=O)CCC(=O)NCC3CCCO3)c21 (stereo not drawn),-0.74,-0.15,-0.33,0.16,0.0%,7.2%,6%,-23%,2%,4%,4%,0%
C=CCn1c(C)cc(C(=O)CN2C(=O)c3ccccc3C2=O)c1C,0.5,-0.46,0.12,-0.11,0.0%,-2.5%,-7%,5%,-4%,9%,5%,4%
O=C(O)CCCNC(=O)/C(=C\c1ccc(Cl)cc1)NC(=O)c1ccc(Br)cc1,0.38,0.67,0.8,-0.85,-0.1%,1.4%,0%,-13%,-10%,4%,-4%,9%
COc1ccc(-c2ncc3ccccn23)cc1OC,-0.76,-0.35,-0.14,0.37,0.0%,4.8%,14%,-31%,-3%,6%,-44%,-31%
Cc1cc(/C=N\NC(=O)CC(=O)NC2CCCCC2)c(C)n1-c1ccc(Cl)c(Cl)c1,0.2,-0.19,-0.16,-0.76,-0.1%,0.5%,9%,-63%,-2%,3%,10%,11%
CCOc1ccc(N(CC(=O)NC(C)CC)S(C)(=O)=O)cc1 (stereo not drawn),-0.039,-0.23,0.028,0.16,-0.1%,4.0%,-8%,-12%,-1%,2%,-12%,1%
CC1(c2ccccc2)CC(C)(C)N(C(N)=O)c2ccccc21 (stereo not drawn),·,·,·,·,-0.1%,0.4%,·,-22%,-5%,·,-7%,-15%
O=S(=O)(O)c1nc2ccccc2n1CCOc1ccccc1,0.1,-0.18,0.4,-0.55,1.4%,-3.3%,-70%,-21%,7%,-4%,12%,18%
COc1cccc(N(C(=O)CNC(=O)c2ccco2)C(C(=O)NC2CCCC2)c2ccco2)c1 (stereo not drawn),·,·,·,·,0.6%,0.1%,·,-10%,12%,·,-3%,8%
N#C/C(=C\c1ccc(C(=O)O)cc1)c1nc2sc3c(c2c(=O)[nH]1)CCCC3,-1.3,-0.18,-0.59,1.2,-0.2%,-1.9%,12%,7%,74%*,8%,3%,24%
Cc1ccc(C(NC(=O)c2ccccc2)C(Cl)Cl)cc1 (stereo not drawn),-0.16,-0.29,-0.15,0.037,-0.2%,-2.7%,2%,36%,7%,2%,-4%,5%
COc1ccc(-c2csc(N(CC3CCCO3)C(=O)c3ccccc3)n2)cc1 (stereo not drawn),1.4,-0.35,0.83,-1,0.2%,-1.2%,2%,15%,4%,1%,-19%,15%
CCOC(=O)c1cc2ccccc2n1CC(=O)c1ccccc1,·,·,·,·,-0.3%,-0.2%,·,2%,-5%,·,-13%,-1%
Cc1cc(C)n(CC(O)COc2ccc(F)cc2)n1 (stereo not drawn),·,·,·,·,-0.1%,-4.0%,·,13%,3%,·,-7%,8%
CCOC(=O)CCc1c(C)c(C#N)c2nc3ccccc3n2c1-n1ccnc1C,0.12,-0.2,0.051,0.46,-0.4%,-2.3%,-8%,19%,35%,6%,-6%,-5%
COc1ccc(CN2CCNC(=O)C2CC(=O)N(C)CC2CCOCC2)c(F)c1 (stereo not drawn),·,·,·,·,-0.1%,8.5%,·,-25%,6%,·,-2%,15%
O=C(O)c1ccc2c(c1)C(=O)N(c1cccc3ccccc13)C2=O,·,·,·,·,-0.1%,0.7%,·,-6%,-1%,·,1%,9%
CCC(C)NC(=O)c1ccc(NS(=O)(=O)c2ccc3[nH]c(=O)[nH]c3c2)cc1 (stereo not drawn),·,·,·,·,0.0%,6.8%,·,-7%,-3%,·,-26%,-3%
Cc1cccc(-c2nc3c(c(SCC(=O)N4CCOCC4)n2)COC(C)(C)C3)c1,·,·,·,·,-0.1%,-4.8%,·,11%,16%,·,-7%,10%
CC1(C)N=C(c2ccc(Cl)cc2)C(=O)N1,-0.55,-0.16,0.071,0.08,0.7%,-0.9%,6%,7%,0%,-3%,-9%,-1%
COc1ccc(N2CCN(C3CC(=O)N(C)C3=O)CC2)cc1 (stereo not drawn),-0.82,-0.2,-0.4,1.1,-0.2%,-3.5%,-10%,27%,5%,5%,-16%,5%
Cc1ccc2cc(C)c(SCC(=O)Nc3ccc(S(=O)(=O)N4CCCC4)cc3)nc2c1,-0.79,-0.77,-0.64,0.24,0.0%,-1.3%,-15%,12%,36%,5%,3%,12%
CN(C)S(=O)(=O)c1cccc(C(=O)OCC(=O)NCc2ccccc2)c1,2.3,-0.2,1.7,-0.67,0.0%,-6.8%,5%,-13%,-6%,7%,-15%,6%
Cc1ccc(S(=O)(=O)N/N=C/c2ccccc2O)cc1,·,·,·,·,-0.1%,-3.5%,·,17%,6%,·,-2%,22%
CCC(Sc1ccc(Cl)cc1)C(=O)Nc1nnc(-c2cccc([N+](=O)[O-])c2)s1 (stereo not drawn),-0.74,-0.25,0.33,0.28,0.3%,0.1%,3%,13%,7%,1%,8%,2%

# Just NOD1 NF-kB reporter and Dynein cargo inh nuclear GR-EGFP, for some of the entries so far:
SMILES | NOD1 NF-kB reporter | Dynein cargo inh nuclear GR-EGFP
Cc1ccc(C(NC(=O)c2ccccc2)C(Cl)Cl)cc1 (stereo not drawn) | -4% | -0.15
Cc1cc(/C=N\NC(=O)CC(=O)NC2CCCCC2)c(C)n1-c1ccc(Cl)c(Cl)c1 | 10% | -0.16

# Remaining list, next part:
SMILES,Dynein cargo inh,Dynein cargo inh cytoplasmic EGFP,Dynein cargo inh nuclear GR-EGFP,Dynein cargo inh cell count,GPR55 activation,KOR beta-arrestin-1,M17LAP inhibition,KOR beta-arrestin-2,AID2073,M1AAP inhibition,NOD1 NF-kB reporter,HEK293 NOD2/NF-kB
CC(=O)c1cccc(NC(=O)C2C3C=CC(C3=C(c3ccccc3)c3ccccc3)C2C(=O)O)c1 (stereo not drawn),0.065,-0.32,0.7,0.22,-0.3%,15%,8%,-24%,9%,3%,-20%,17%
Nc1nonc1C(=O)N/N=C/c1ccncc1,-0.9,-0.088,-0.53,0.38,0.1%,-2.2%,14%,-13%,12%,10%,-9%,18%
COC(=O)[C@@H](NC(=O)N1CCN(c2cccc(C(F)(F)F)c2)CC1)C(C)C,-0.37,-0.15,0.032,0.61,-0.1%,-3.5%,6%,-18%,10%,5%,-8%,12%
CC1=C(C(=O)OC(C)C)C(c2c[nH]c3ccccc23)n2ncnc2N1 (stereo not drawn),0.19,-0.14,0.41,-0.42,-0.2%,4.1%,-2%,-5%,-2%,7%,-14%,23%
O=C(COc1ccc2ccccc2c1)NNC(=O)c1ccccc1,·,·,·,·,·,-2.2%,·,-7%,5%,·,-18%,-18%
C=CCN(C(=O)Cn1nnc2ccccc21)C(C(=O)NCCOC)c1ccc(OC)cc1OC (stereo not drawn),-0.42,-0.2,-0.089,0.57,-0.1%,12%,-3%,8%,9%,-4%,34%,-2%
CC(NC(=O)C12CC3CC(C1)CC(n1cncn1)(C3)C2)C12CC3CC(CC(C3)C1)C2 (stereo not drawn),-0.8,-0.14,-0.3,0.00066,-0.1%,-2.6%,-2%,-7%,6%,-8%,14%,24%
CCOC(=O)c1cc(-c2ccccc2)sc1NC(=O)C(C)N1C(=O)NC(C)(c2ccc(Cl)cc2)C1=O (stereo not drawn),-0.8,-0.18,-0.26,1.1,-0.1%,1.7%,3%,-16%,24%,3%,-6%,-1%
COc1cc(C(=O)NCC2(N3CCCCC3)CCCCC2)ccc1OCC(=O)N1CCOCC1,-0.29,-0.24,-0.17,-0.19,-0.1%,-1.2%,12%,11%,-4%,5%,-3%,11%
O=c1[nH]cnc2c1c(-c1ccccc1)cn2-c1ccccc1,·,·,·,·,-0.2%,3.3%,·,-32%,-4%,·,-24%,-6%
COc1ccc(OC)c(C(=O)N2CCC(C(=O)c3ccc(F)cc3)CC2)c1,-0.6,-0.28,-0.37,0.092,0.0%,0.4%,-16%,-4%,-8%,4%,-19%,6%
CCc1ccc(N2C(=O)CN(Cc3sccc3C)C2=S)cc1,-0.22,-0.29,0.68,-0.32,-0.3%,-2.6%,-2%,-5%,7%,1%,-2%,5%
Cc1ccc(C)c(NC(=O)C(NCC(C)(C)N2CCOCC2)c2ccccc2)c1 (stereo not drawn),-0.47,-0.25,-0.22,0.45,-0.6%,0.0%,0%,-2%,5%,-1%,-9%,-6%
CCCCC(=O)Nc1ccccc1C(C)C,-0.46,-0.32,-0.25,0.77,-0.2%,-3.2%,2%,8%[20 µM],9%,4%,0%,11%
O=[N+]([O-])c1ccc(N(CCO)Cc2ccccc2)c([N+](=O)[O-])c1,·,·,·,·,-0.1%,-1.8%,·,-36%[20 µM],-34%,·,-2%,8%
CCOC(=O)N1CCN(c2c(NCc3ccc(Cl)cc3)c(=O)c2=O)CC1,-1,-0.22,-0.54,0.45,-0.2%,-0.3%,5%,-34%,3%,5%,-18%,-15%
O=C(CSc1nnc(-c2cccs2)o1)Nc1cccc(S(=O)(=O)N2CCCCC2)c1,0.43,-0.21,0.55,-1.5,1.0%,4.4%,13%,33%,-1%,1%,-19%,18%
CCc1ccccc1NC(=O)c1cccc(N2C(=O)C3C4CCC(C4)C3C2=O)c1 (stereo not drawn),-0.64,-0.23,-0.45,2.2,0.3%,3.3%,-5%,-32%,0%,16%,1%,10%
COc1ccccc1NC(=O)CN(c1ccc(C)cc1)S(=O)(=O)c1c(C)n[nH]c1C,-0.32,-0.23,0.0017,0.55,0.7%,3.7%,7%,39%,3%,2%,14%,8%
CCC(CO)NC1=C([N+](=O)[O-])C(=O)CC(C)(C)C1 (stereo not drawn),0.94,0.0092,0.6,-1.4,0.3%,-1.1%,9%,6%,0%,-2%,-24%,10%
Cc1nn(CCCC(=O)NCc2ccc(F)cc2)c(=O)c2nccn12,·,·,·,·,0.0%,2.5%,·,-11%[20 µM],6%,·,-25%,13%
COc1cc(CNC2CCCC2)c(Br)cc1OC1CCCC1,-0.55,-0.1,-0.46,0.67,0.2%,-4.4%,-2%,-26%[20 µM],-5%,0%,-15%,4%
COCC[N+]1(C)CCCCC1,-0.48,-0.31,-0.28,0.82,0.1%,-1.5%,6%,-6%,-2%,21%,-17%,11%
CN(Cc1cccnc1)C(=O)CC1C(=O)NCCN1CC(c1ccccc1)c1ccccc1 (stereo not drawn),-0.24,-0.2,-0.17,-0.36,0.4%,·,-11%,-20%[20 µM],-7%,4%,-17%,17%

# Assay outcomes deposited in PubChem by several laboratories.
